PI5P4Ka inh = qHTS for Inhibitors of phosphatidylinositol 5-phosphate 4-kinase (PI5P4K) | Phosphatidylinositol 5-phosphate 4-kinase type-2 alpha (Homo sapiens), P48426 | max response, % | hit rate 1.2% among 330,000 | AID 652105, 2013 | PI5P4Kalpha enzyme, ADP-Glo luminescence, 60 min; stronger effect = lower value; active means max response of -50% or lower; inconclusive means between -30% and -50%; inactive means -30% or higher; further: value at the top dose of about 77 µM; on the % scale 0 is the no-effect control and ±100 the full control effect
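ADP-Glo luminescence end-point after a 60 min room-temperature kinase reaction. PI5P4Kalpha and substrate in HEPES pH 7.4 buffer with EGTA, 0.1% CHAPS and 5% DMSO; ATP at 5 microM final.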
EPAC1 agonist = qHTS for Agonist of cAMP-regulated guanine nucleotide exchange factor 3 (EPAC1): primary screen; EPAC1 agonist qHTS, biochemical assay; response scale: 100% = response to 6.5 mM cAMP; Potency, µM (doses to about 154 µM), for inactives: at the highest dose activation, actives largely listed as activators; hit rate 0.073% among 360,000; AID 720707, 2013; further: potency means the concentration at half of the fitted maximal effect; nearly all actives have a fitted effect of over 60% in size
Target sequence (O95398 whole entry, looked up): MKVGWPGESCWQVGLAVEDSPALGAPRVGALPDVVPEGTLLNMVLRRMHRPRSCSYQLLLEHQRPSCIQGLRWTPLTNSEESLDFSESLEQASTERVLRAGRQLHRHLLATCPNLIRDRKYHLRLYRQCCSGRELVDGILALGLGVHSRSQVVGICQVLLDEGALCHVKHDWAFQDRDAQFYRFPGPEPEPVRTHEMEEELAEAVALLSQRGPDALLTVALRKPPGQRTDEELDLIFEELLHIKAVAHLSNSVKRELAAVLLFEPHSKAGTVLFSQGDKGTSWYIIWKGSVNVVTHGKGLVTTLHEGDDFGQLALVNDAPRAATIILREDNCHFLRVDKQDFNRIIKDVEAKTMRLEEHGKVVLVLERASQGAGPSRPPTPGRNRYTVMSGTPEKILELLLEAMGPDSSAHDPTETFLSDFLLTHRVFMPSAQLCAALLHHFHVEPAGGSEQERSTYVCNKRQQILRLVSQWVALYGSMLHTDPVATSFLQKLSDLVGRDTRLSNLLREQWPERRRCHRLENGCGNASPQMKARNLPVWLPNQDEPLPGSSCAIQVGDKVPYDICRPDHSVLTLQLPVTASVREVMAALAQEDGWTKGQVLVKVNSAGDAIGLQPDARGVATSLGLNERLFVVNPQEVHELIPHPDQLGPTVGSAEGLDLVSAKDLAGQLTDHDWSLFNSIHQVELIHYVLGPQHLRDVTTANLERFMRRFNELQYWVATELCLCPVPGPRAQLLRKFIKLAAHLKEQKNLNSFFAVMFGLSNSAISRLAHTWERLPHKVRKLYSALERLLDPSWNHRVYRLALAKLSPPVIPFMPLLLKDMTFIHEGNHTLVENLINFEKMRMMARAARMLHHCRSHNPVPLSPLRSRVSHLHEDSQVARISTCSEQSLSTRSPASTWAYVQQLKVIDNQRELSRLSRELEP
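Fluorescent GDP-exchange assay: 100 nM EPAC1 with 250 nM Rap1B preloaded with BODIPY-GDP and 50 uM GDP; compounds tested as concentration series, 5 min at room temperature, then read every 5 min for 30 min (ex 480/em 540 nm); normalized to 6.5 mM cAMP.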
HEK293 tox = qHTS of GLP-1 Receptor Inverse Agonists: Cytotox Screen; HEK293 cAMP-luciferase reporter cells, luminescence, 24 h; Potency, µM (doses to about 38.3 µM), for the others: at the top dose activity change, negative = inhibition, hits mostly inhibitors; hit rate 0.13% among 410,000;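 further: loss of luciferase light is scored as toxicity; potency means the concentration at half of the fitted maximal effect; on the % scale 0 is the no-effect control and ±100 the full control effect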
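Here, cytotoxicity is scored as loss of luminescence. The MLSMR collection was tested on cells seeded in medium containing 10% Nu serum, with a 24 hr compound exposure preceded by 12 hours of culture.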
PTHR1 ag = qHTS for PTHR1 Agonists: Primary Screen. Parathyroid hormone/parathyroid hormone-related peptide receptor (Homo sapiens), Q03431. hit rate 0.075% among 410,000. HEK293 GP2 PTHR1 cells, GloSensor cAMP luminescence, 1 h. Potency, µM (doses to about 115 µM), inactives show at the top dose activation, most hits filed as activators; further: potency means the concentration at half of the fitted maximal effect; nearly all actives have a fitted effect of over 55% in size; some results filed as inactive show a strong effect at the top dose; inactives centre near -15; many of its hits are not listed in these tables
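HEK-293-derived GP2 cells expressing PTHR1 and a GloSensor cAMP reporter, 3,000/well, plated overnight, given luciferin plus IBMX (each 0.5 mM as added) for 1 h at 37 °C, then compound for 1 h at 37 °C. Luminescence was read after 15 min at room temperature.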
EPAC1 antag = qHTS for Antagonist of cAMP-regulated guanine nucleotide exchange factor 3 (EPAC1): primary screen; Rap guanine nucleotide exchange factor 3 (Homo sapiens), O95398; EPAC1 GEF assay, Rap1b-BODIPY-GDP exchange fluorescence; Potency, µM (doses to about 115 µM), inactives show top-dose activity change, negative = inhibition, usual class: inhibitors; hit rate 0.14% among 360,000; AID 720709, 2013;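 further: potency means the concentration at half of the fitted maximal effect; plate controls were vehicle for no effect and positive control for full effect; nearly all actives have a fitted effect of over 50% in size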
IL-2 act = qHTS of IL-2 Activators; activation, % (series mostly up to about 46 µM); IL-2 activation reporter assay, cell-based qHTS; stimulated with anti-CD3/CD4/CD28 beads; in transgenic mouse T cells; hit rate 0.065% among 360,000; in the data active means activation above about 50%; inconclusive means mostly about 30% to 49%; further: 0% is about no effect
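Unstimulated transgenic mouse T cells preincubated 60 min with compound, then stimulated with anti-CD3/anti-CD4-coated beads plus anti-CD28 for 18 h at 37 degrees C. IL-2 response read as EGFP and DsRed fluorescence by plate cytometry.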
GLP1R ag = qHTS of GLP-1 Receptor Agonists; AID 624172, 2012; HEK293 GLP-1R CRE-luciferase, luminescence, 4-6 h; cells express a hypersensitive GLP-1R form; hit rate 0.007% among 380,000; Potency, µM (doses to about 45.6 µM), for inactives: at the top dose activation, hits mostly activators; further: potency means the concentration at half of the fitted maximal effect; % of control where 0% means no effect
GLP1R inv ag = qHTS of GLP-1 Receptor Inverse Agonists (Inhibition Mode); HEK293 GLP-1R CRE-luciferase, luminescence, 24 h; GLP-1R form is constitutively active; Potency, µM (highest dose often 38.3 µM), for the others: at the highest dose activity change, negative = inhibition, usual class: inhibitors; hit rate 1.6% among 410,000; Glucagon-like peptide 1 receptor (Homo sapiens), P43220; further: potency means the concentration at half of the fitted maximal effect; on the % scale 0 is the no-effect control and ±100 the full control effect; nearly all actives have a fitted effect of over 55% in size
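Inverse agonism was detected as reduced cAMP-driven luciferase luminescence after 24 h compound treatment. The cells were HEK293 clones expressing constitutively active human GLP-1R with the reporter. Reporter-only and GPR119 cell lines served as counterscreen controls.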
PLK1 PBD block = qHTS for Inhibitors of PLK1-PDB (polo-like kinase 1 - polo-box domain): Primary Screen. Serine/threonine-protein kinase PLK1 (Homo sapiens), P53350. Plk1 PBD binding of FITC phosphopeptide, fluorescence polarization. Potency, µM, for the others: max response, negative = inhibition, usual class: inhibitors. hit rate 2.8% among 360,000. AID 720504, 2013; further: potency means the concentration at half of the fitted maximal effect; series mostly up to about 57 µM; on the % scale 0 is the no-effect control and ±100 the full control effect; nearly all actives have a fitted effect of over 65% in size
Numbers without * were called inactive; i = inactive; ? = inconclusive; nt = not tested or not shown; & = joins results of further samples; [ ] = another dose, or the depositor's remark. Unless noted, the call rests on the fitted dose curve; in most records, active means well fitted curve in the direction sought with a large enough effect; inconclusive means small, poorly fitted or top-dose-only effect, or another doubt; inactive means no such curve, though single readings can be large; an effect the other way counts as inactive or inconclusive.

Preview:
Values in the order: PI5P4Ka inh	EPAC1 agonist	HEK293 tox	PTHR1 ag	EPAC1 antag	IL-2 act	GLP1R ag	GLP1R inv ag	PLK1 PBD block
- O=C1Nc2ccccc2/C1=C/c1nc2ccccc2c(=O)n1-c1ccc(O)cc1
→ -20.8	-1.9%	?	-40.6%[inhibitor]	?	-2.3	9.1%	10µM*	-16.4%
- CN=C1CN(O)C(c2ccccc2)c2cc(Cl)ccc2N1 (stereo not given)
→ 0.9	-0.1%	-9.4%	i	-14.6%	-0.1	16.7%	?	-17.4%
- O=S(=O)(c1ccccc1)N1CC1c1ccccc1 (stereo not given)
→ -1.7	1.9%	-5.3%	-12.1%	-16.1%	-0.3	0.4%	0.1%	-13.8%
- COP(=O)(OC)C1(O)C(=O)Nc2ccc(Br)cc21 (stereo not given)
→ 1.1	-5.6%	-13.7%	i	2.9%	2.7	-3.7%	0.2%	-13.8%
- O=C(O)C1(c2ccc(Cl)cc2)CCC1
→ -7.3	-6.4%	-11.6%	i	-9.0%	0.1	-4.9%	-1.8%	-3.9%
- O=P(NC(c1ccccc1)c1ccccc1)(Oc1ccccc1)Oc1ccccc1
→ 1.4	3.6%	-14.9%	i	6.7%	1.0	2.8%	-28.3%	1.5%
- CN1CCc2nc3ccc(F)cc3c(C(N)=O)c2C1
→ -6.4	-6.7%	0.3%	i	-11.7%	-0.1	-34.7%[inhibitor]	12.3%	2.5%
- CCCOC(=O)c1ccc(Oc2c(-c3ccc(O)cc3O)n[nH]c2C)cc1
→ 13.9	9.4%	?	-11.0%[57.5 µM]	-6.2%	-0.5	-14.9%	?	-4.3%
- Cc1cc(NC(=O)COC(=O)C(Nc2ccc(C(F)(F)F)cc2Cl)C(C)C)no1 (stereo not given)
→ 18.7	-25.4%	?	-17.7%[57.5 µM]	-26.2%	-1.8	-1.9%	?	-2.1%

The whole of this part, repeating the preview:
Values in the order: PI5P4Ka inh	EPAC1 agonist	HEK293 tox	PTHR1 ag	EPAC1 antag	IL-2 act	GLP1R ag	GLP1R inv ag	PLK1 PBD block
- O=C1Nc2ccccc2/C1=C/c1nc2ccccc2c(=O)n1-c1ccc(O)cc1
→ -20.8	-1.9%	?	-40.6%[inhibitor]	?	-2.3	9.1%	10µM*	-16.4%
- CN=C1CN(O)C(c2ccccc2)c2cc(Cl)ccc2N1 (stereo not given)
→ 0.9	-0.1%	-9.4%	i	-14.6%	-0.1	16.7%	?	-17.4%
- O=S(=O)(c1ccccc1)N1CC1c1ccccc1 (stereo not given)
→ -1.7	1.9%	-5.3%	-12.1%	-16.1%	-0.3	0.4%	0.1%	-13.8%
- COP(=O)(OC)C1(O)C(=O)Nc2ccc(Br)cc21 (stereo not given)
→ 1.1	-5.6%	-13.7%	i	2.9%	2.7	-3.7%	0.2%	-13.8%
- O=C(O)C1(c2ccc(Cl)cc2)CCC1
→ -7.3	-6.4%	-11.6%	i	-9.0%	0.1	-4.9%	-1.8%	-3.9%
- O=P(NC(c1ccccc1)c1ccccc1)(Oc1ccccc1)Oc1ccccc1
→ 1.4	3.6%	-14.9%	i	6.7%	1.0	2.8%	-28.3%	1.5%
- CN1CCc2nc3ccc(F)cc3c(C(N)=O)c2C1
→ -6.4	-6.7%	0.3%	i	-11.7%	-0.1	-34.7%[inhibitor]	12.3%	2.5%
- CCCOC(=O)c1ccc(Oc2c(-c3ccc(O)cc3O)n[nH]c2C)cc1
→ 13.9	9.4%	?	-11.0%[57.5 µM]	-6.2%	-0.5	-14.9%	?	-4.3%
- Cc1cc(NC(=O)COC(=O)C(Nc2ccc(C(F)(F)F)cc2Cl)C(C)C)no1 (stereo not given)
→ 18.7	-25.4%	?	-17.7%[57.5 µM]	-26.2%	-1.8	-1.9%	?	-2.1%
- Cc1cc(N(C)C)ccc1N=Nc1ccc(N)cc1
→ 12.8	7.2%	-43.8%	-95.1%[inhibitor]	-23.6%	0.2	?	89.0%[activator]	7.8%
- CN(C)c1ccc(C=C2C(=O)NC(=S)NC2=O)cc1
→ -71.7*	6.7%	-5.7%	-4.3%	-5.7%	-1.2	-2.4%	8.3%	2.67µM*
- C[C@]12CCC3C(C(=O)C[C@H]4C[C@@H](O)CC[C@]34C)C1CCC2=O (stereo not given in full)
→ 0.6	16.1%	-1.6%	i	-10.0%	-0.3	5.4%	8.3%	-7.9%
- COc1ccc(CC(=O)N2CCN(C)CC2)cc1OC
→ nt	-1.0%	5.2%	1.4%[57.5 µM]	5.6%	-0.1	14.7%	0.0%	-0.1%
- S=c1[nH]nc(-c2ccn[nH]2)n1-c1ccccc1Cl
→ 2.0	-2.8%	-2.0%	-9.0%	0.6%	-0.4	0.3%	25.6%	?
- CN(C)/C=c1\sc2c(C#N)cc(C(=O)c3ccc(Br)cc3)n2c1=O
→ -17.0	-1.8%	-1.8%	-6.0%[57.5 µM]	7.9%	2.2	-5.5%	0.1%	54.0%[activator]
- COC(=O)C1=C(c2cccc(OC)c2OC)C[C@@H]2CC[C@H]1N2C
→ -3.6	-10.9%	-19.9%	i	8.5%	0.2	5.5%	8.3%	2.0%
- c1ccc2c(c1)-c1cccc3cccc-2c13
→ 3.9	2.1%	1.7%	-29.0%	-9.3%	-0.9	5.0%	15.1%	0.4%
- C[C@]12CCC3C(CC[C@@H]4C[C@@H](O)CC[C@]34C)C1CC[C@@H]2O (stereo not given in full)
→ 1.8	-4.0%	-1.3%	17.6%	2.2%	5.6	4.2%	10.0%	4.9%
- CCC(COC(=O)c1cc(OC)c(OC)c(OC)c1)(c1ccccc1)N(C)C (stereo not given)
→ 10.7&3.9&2.5	-5.7%&-4.0%&-22.4%	1.5%&0.1%&5.1%	-13.8%	-6.6%&-13.5%&3.9%	-0.7&-0.4&0.7	1.0%&13.8%&11.3%&8.6%	?	-16.4%&-0.7%&-0.3%
- CN(C)CCOC(=O)c1cn(Cc2ccccc2)c2ccccc12
→ -1.9	7.3%	?	-7.2%	-0.7%	0.7	?	?	-5.6%
- Cc1ccc(Nc2c(-c3ccccn3)nc3cc(C)ccn23)cc1
→ 11.2	15.4%	?	-35.6%[inhibitor]	-5.6%	-0.5	5.7%	?	-2.1%
- O=C(Cc1ccccc1)N1CCN(Cc2ccccn2)CC1
→ -6.5	-1.4%	-8.4%	-21.8%	0.4%	-0.3	-4.8%	0.5%	4.2%
- O=c1c2ccccc2nc(N2CCCC2)n1-c1ccc(Cl)cc1
→ nt	13.4%	2.7%	i	6.1%	-3.7	18.4%	0.0%	-9.1%
- O=C(C1CC(=O)N(c2ccc(F)c(Cl)c2)C1)N1CCC2(CC1)OCCO2 (stereo not given)
→ nt	9.3%	3.5%	i	13.4%	-1.6	-2.4%	6.3%	-5.8%

Bioassay records (PubChem BioAssay)

Not all compounds are listed. The share of hits here may be higher or lower than overall.
